# PLC-beta3 inh: human PLC-beta3 inhibitors, primary screen, biochemical, fluorescence | 1-phosphatidylinositol 4,5-bisphosphate phosphodiesterase beta-3 (Homo sapiens), Q01970 | Purified PLC-beta3, fluorogenic substrate | inhibition, % at 12.2 µM | hit rate 0.18% among 370,000 | AID 720704, 2013; in the data active means inhibition above about 11%;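 further: 0% = median of compound wells on plate and 100% = full blocker control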
# hgDAF-12 ag: H. glycines DAF-12 receptor agonists, primary screen, cell-based, luminescence, HEK293, GAL4 fusion, UAS-luciferase; Nuclear hormone receptor DAF-12 (Heterodera glycines), GAL4 fusion; HEK293 GAL4-hgDAF12 UAS-luciferase reporter, agonist luminescence; normalized to butyrate control; activation, % at 6.8 µM; hit rate 1.8% among 370,000;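 active means activation above a cutoff set at the mean of all screened compounds plus 3 SD, cut at about 10% in these data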;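 further: 0% = DMSO wells and 100% = sodium butyrate wells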
# SMARCA2 act: SMARCA2 (BRM) function activators, primary screen, cell-based, luminescence, high throughput | MG213 cells, MMTV-luciferase reporter, dexamethasone, overnight | activation, % at 9.1 µM | hit rate 1% among 370,000 | AID 652017, 2013; in the data active means activation above about 7.8%;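 further: 0% = vehicle wells and 100% = reference activator wells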
# NR1D1 modulator: modulators of Rev-erb alpha DNA binding, primary screen, biochemical, FITC-DNA, fluorescence polarization, uHTS. hit rate 0.79% among 370,000. Rev-erbα–FITC-DNA binding, 90 min. activity, % at 10 µM. AID 1259318, 2017. Nuclear receptor subfamily 1 group D member 1 (Homo sapiens), P20393;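 active means activity above about 14%, limit read from the data; passing the limit was not always enough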;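 further: 0% = DMSO wells with 35 nM protein and 100% = DMSO wells with 750 nM protein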
# DAX1 inh-1: DAX1 (NR0B1) inhibitors, primary screen, cell-based, HEK293, Gal4-DAX1, luciferase luminescence | Nuclear receptor subfamily 0 group B member 1 (Homo sapiens), P51843 | HEK293 Gal4-DAX1 luciferase reporter | inhibition, % at 6.75 µM | hit rate 0.99% among 340,000 | AID 504766, 2011;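 active means inhibition above the mean over all tested compounds plus 3 SD, cut at about 4.2% in these data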;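 further: 0% = DAX1-transfected cells with DMSO and 100% = empty-vector control cells with DMSO; inhibition shows as a rise in luminescence from relieved DAX1 repression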
# DAX1 inh-2: DAX1 (NR0B1) inhibitors on StAR promoter, primary screen, cell-based, luminescence, SF-1 (NR5A1), full-length DAX-1 | hit rate 1.1% among 370,000 | AID 652010, 2013 | inhibition, % at 6.8 µM | HEK293T StAR-luciferase reporter, SF-1/DAX-1 repression relief;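 active means inhibition above the mean over all tested compounds plus 3 SD, cut at about 3.6% in these data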;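 further: 0% = DAX-1 cells with DMSO and 100% = cells lacking DAX-1 with DMSO; higher inhibition means more luminescence from relief of DAX-1 repression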
# hcDAF12 agonist: H. contortus DAF-12 nuclear receptor activators, primary screen, cell-based, luminescence, HEK293, lit1-tk-luc reporter. HEK293 hcDAF-12 lit1-tk-luc reporter; 0% DMSO, 100% Δ7-dafachronic acid. AID 652067, 2013. activation, % at 6.8 µM. hit rate 1.4% among 370,000;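 active means activation above the mean of all tested compounds plus 3 SD, cut at about 5.5% in these data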;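 further: 100% = response to 3 µM Δ7-dafachronic acid high control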
# PLC-gamma1 inh: PLC-gamma1 enzyme inhibitors, primary screen, biochemical, fluorescence, purified enzyme; inhibition, % at 12.2 µM; hit rate 0.84% among 370,000; 1-phosphatidylinositol 4,5-bisphosphate phosphodiesterase gamma-1 (Homo sapiens), P19174; AID 720700, 2013; fluorogenic substrate; in the data active means inhibition above about 9.5%
# Target sequence (P19174 whole entry, looked up): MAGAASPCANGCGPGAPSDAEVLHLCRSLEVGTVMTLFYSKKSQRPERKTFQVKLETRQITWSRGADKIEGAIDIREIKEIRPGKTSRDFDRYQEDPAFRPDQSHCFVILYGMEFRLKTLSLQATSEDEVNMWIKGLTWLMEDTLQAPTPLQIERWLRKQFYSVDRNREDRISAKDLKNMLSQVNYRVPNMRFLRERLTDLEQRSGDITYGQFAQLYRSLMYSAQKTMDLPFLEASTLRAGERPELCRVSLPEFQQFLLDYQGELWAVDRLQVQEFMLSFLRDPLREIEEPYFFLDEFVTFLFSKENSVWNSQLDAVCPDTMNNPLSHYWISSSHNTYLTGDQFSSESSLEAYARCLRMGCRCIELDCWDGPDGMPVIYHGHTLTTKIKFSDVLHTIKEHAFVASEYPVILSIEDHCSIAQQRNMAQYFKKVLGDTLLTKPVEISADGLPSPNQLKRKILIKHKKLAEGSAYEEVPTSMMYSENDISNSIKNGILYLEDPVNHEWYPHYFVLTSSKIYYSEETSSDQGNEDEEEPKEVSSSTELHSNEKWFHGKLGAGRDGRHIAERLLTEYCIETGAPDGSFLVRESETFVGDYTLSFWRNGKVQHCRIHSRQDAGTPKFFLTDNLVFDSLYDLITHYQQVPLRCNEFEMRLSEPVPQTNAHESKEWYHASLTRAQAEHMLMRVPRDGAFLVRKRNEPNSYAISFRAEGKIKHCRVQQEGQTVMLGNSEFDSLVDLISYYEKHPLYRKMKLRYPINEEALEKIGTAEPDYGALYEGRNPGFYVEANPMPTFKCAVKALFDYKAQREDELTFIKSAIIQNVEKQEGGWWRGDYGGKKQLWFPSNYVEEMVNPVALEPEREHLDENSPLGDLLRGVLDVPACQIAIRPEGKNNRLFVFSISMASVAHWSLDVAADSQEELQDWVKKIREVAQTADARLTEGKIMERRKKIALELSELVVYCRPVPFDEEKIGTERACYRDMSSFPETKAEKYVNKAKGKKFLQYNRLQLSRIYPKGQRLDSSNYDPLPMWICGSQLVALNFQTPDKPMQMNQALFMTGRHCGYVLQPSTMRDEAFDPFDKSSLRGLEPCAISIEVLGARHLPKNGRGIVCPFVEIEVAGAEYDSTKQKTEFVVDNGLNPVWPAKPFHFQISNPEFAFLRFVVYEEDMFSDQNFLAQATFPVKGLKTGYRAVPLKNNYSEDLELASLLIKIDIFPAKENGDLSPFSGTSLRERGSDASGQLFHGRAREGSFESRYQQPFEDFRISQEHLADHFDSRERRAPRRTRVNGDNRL
# MBD2 DNA inh: inhibitors of MBD2 binding to methylated DNA, primary screen, biochemical, TR-FRET, DNA-binding domain, human; inhibition, % at 4.4 µM; MBD2 binding to methylated oligonucleotide; hit rate 0.31% among 370,000; Methyl-CpG-binding domain protein 2 (Homo sapiens), Q9UBB5; AID 686964, 2013; in the data active means inhibition above about 13%
# ADAM17 inh: ADAM17 inhibitors, primary screen, biochemical, QFRET | Disintegrin and metalloproteinase domain-containing protein 17 (Homo sapiens), P78536 | inhibition, % at 6.95 µM | hit rate 0.83% among 370,000 | recombinant ADAM17, EDANS/DABCYL FRET peptide cleavage | AID 720648, 2013;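 active means inhibition above the mean of compounds lying between control limits plus 3 SD, set per campaign, cut at about 8.5% in these data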;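 further: 0% = DMSO-only wells as the low control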
# ssDAF-12 act: S. stercoralis DAF-12 nuclear receptor activators, primary screen, cell-based, luminescence, HEK293, GRIP1 co-expression, lit1-tk-luc; activation, % at 6.8 µM; AID 652126, 2013; hit rate 1% among 370,000; HEK293 ssDAF-12/GRIP1 lit1-tk-luc reporter; % of 3 µM dafachronic acid response; Nuclear hormone receptor DAF-12 (Strongyloides stercoralis);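 active means activation above the mean over all tested compounds plus 3 SD, cut at about 0.9% in these data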;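 further: 0% = DMSO-only wells and 100% = 3 µM delta7-dafachronic acid wells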
# An asterisk follows results filed as active; i = inactive; . = no result given. No enrichment for hits; about 7.4% have a hit in one of these screens.
SMILES,PLC-beta3 inh,hgDAF-12 ag,SMARCA2 act,NR1D1 modulator,DAX1 inh-1,DAX1 inh-2,hcDAF12 agonist,PLC-gamma1 inh,MBD2 DNA inh,ADAM17 inh,ssDAF-12 act
CC(C)CNC(=O)CN(c1cccc(Cl)c1)S(C)(=O)=O,-1,0.0,-2,2,0.5,0.2,-1.2,2,-3,0,-0.8
CCCCC(c1nnnn1CS(=O)(=O)c1ccc(C)cc1)N1CCN(C)CC1 (stereo not drawn),5,1.1,-2,-3,-0.3,0.8,-0.9,0,-3,-4,-1.0
O=C(Nc1nccs1)c1ccc(COc2ccc(F)cc2)o1,0,2.0,1,8,0.7,1.4,-0.5,-1,-1,-4,-1.4
Nn1c(SCC(=O)NC2CCCCCC2)nnc1C(F)(F)F,3,-1.2,-2,-2,-0.8,-0.6,-0.6,0,-2,-4,-0.4
Cc1cc(NC(=O)Nc2ccc(Cl)cc2)n(-c2ccccc2)n1,-5,4.9,-2,-6,2.8,0.0,-0.3,1,0,0,-1.7
CCOC(=O)c1c(C)[nH]c(C)c1C(=O)COC(=O)c1cccc(S(=O)(=O)N(CC)CC)c1,1,-2.8,1,5,-1.3,-0.9,-3.0,3,0,0,-1.5
COc1ccc(CNC(=O)COC(=O)CCOc2ccc(C)cc2)cc1,-10,-2.1,0,4,-1.1,-1.1,0.0,-3,3,-2,-1.1
CCn1nc(C)c(CNC(=O)CCc2nnc(-c3ccc(C(C)=O)s3)o2)c1C,-6,1.4,-2,2,-1.2,-0.8,-0.9,-5,2,-3,-2.0
CCCCNC(=O)c1ccc2c(=O)n(CCCOCC)c(=S)[nH]c2c1,-7,0.5,0,7,-0.1,-0.2,-0.8,1,1,0,-0.4
Cc1cc2oc(=O)cc(CN(C)Cc3ccccc3Cl)c2cc1C,-3,-1.9,-1,10,-1.8,0.4,1.3,-1,2,-5,-0.5
Cc1cc(C(F)(F)F)nc(CCNCc2c(C(=O)N3CCCC3)nc3ccccn23)n1,-8,-3.1,-1,2,.,0.1,-1.9,-6,2,-7,-1.1
N#CCc1nc2n(n1)Cc1ccccc1-2,1,-1.5,-2,-2,0.2,-0.1,-0.1,3,-5,-4,-0.6
Cc1cc(C)cc(N(C(=O)c2csnn2)C(C(=O)NC2CCCC2)c2cccnc2)c1 (stereo not drawn),0,-3.7,2,1,2.1,0.0,0.3,1,0,-2,-1.0
O=S(=O)(c1ccc(Cl)cc1)n1ccc(-c2cccc(OCc3c(F)cccc3Cl)c2)n1,0,-1.5,-1,4,2.9,-1.0,-1.6,2,2,-3,-1.4
Cc1cc(C)c(NC(=O)c2ccccc2CCc2ccccc2)c(C)c1,5,-0.7,-3,-4,0.6,0.0,-1.4,1,-9,0,-1.5
CC(C)CC(NC(=O)c1ccccc1)C(=O)OCC(=O)Nc1ccc(Br)cn1 (stereo not drawn),9,-0.6,-2,-5,-0.3,-0.4,-0.7,11*,3,8,-0.9
CC(=O)NC1CCCC(NC(C)=O)C1 (stereo not drawn),3,0.1,-4,-5,-1.0,1.9,0.9,0,-2,0,-0.5
Cc1cc(CSc2ccccc2)ccc1NC(=O)c1ccc(C)c([N+](=O)[O-])c1,1,-2.1,5,-1,1.6,-0.5,0.3,2,-4,0,-1.5
COc1cc(NC(=O)CSc2ncnc3scc(-c4ccccc4)c23)c(C(=O)O)cc1OC,-2,1.0,2,-10,2.5,-0.2,-1.6,-2,2,-1,-0.8
O=C(NCC(c1ccco1)N1CCc2ccccc21)c1c(F)cccc1F (stereo not drawn),1,0.4,-1,-7,0.3,-0.7,-1.2,-1,1,0,-0.5
COC(=O)c1cccc(NC(=O)c2cccc([N+](=O)[O-])c2)c1,-8,3.5,0,3,0.9,-0.9,-1.5,-1,6,-6,-0.6
CC(C)C(=O)Nc1ccc2nn(-c3ccccc3)nc2c1,-143,22*,9.4*,-8,0.8,12*,8.8*,-108,2,-282,1.0*
CCc1ccc(NC(=O)Cc2ccc(-n3cccc3)cc2)cc1,-5,1.1,-1,2,0.7,0.1,-1.4,-8,6,0,-0.5
Cc1ccc(S(=O)(=O)N(C)c2c(C)ccc(S(=O)(=O)N3CCN(C=O)CC3)c2C)cc1,3,-2.4,-1,-1,-0.7,-0.1,0.5,5,-5,3,-0.9
COc1cccc(CCc2nnc(CCC(=O)NCCC3CCCCO3)o2)c1 (stereo not drawn),-5,-0.4,1,-7,-0.5,-0.1,1.1,1,-3,0,-0.7
SMILES,PLC-beta3 inh,hgDAF-12 ag,SMARCA2 act,NR1D1 modulator,DAX1 inh-1,DAX1 inh-2,hcDAF12 agonist,PLC-gamma1 inh,MBD2 DNA inh,ADAM17 inh,ssDAF-12 act
Cc1ccc(N/C(N)=N/c2nc(CSc3ccccn3)cc(=O)[nH]2)c(C)c1,-2,0.6,-5,2,-0.1,0.1,-2.1,2,8,-1,-1.9
O=C(c1cc2ccccc2oc1=O)N(c1ccc(Cl)cc1)C1C=CS(=O)(=O)C1 (stereo not drawn),2,-1.5,-2,-2,-0.5,0.7,-1.7,1,-2,4,-1.4
COc1ccc(CCNC(=O)C(=O)c2cn(CC(=O)N3CCOCC3)c3ccccc23)cc1OC,-7,0.1,-1,-2,0.5,-0.3,-0.7,3,1,4,-0.2
CN1CCN(c2cc(-c3cccc(C(=O)O)c3)nc3ccnn23)CC1,-296,0.1,-4,8,.,-0.4,-0.9,-260,0,-96,-1.4
CCOC(=O)CSc1nc(N)c(C(=O)Nc2ccc(N(C)C)cc2)s1,3,-0.2,-1,-4,0.5,-0.5,1.1,2,-2,0,-1.2
Cc1n[nH]c(C)c1S(=O)(=O)NCCc1ccc(Cl)cc1,1,-2.4,0,-4,1.2,0.0,-1.6,1,-3,1,-0.6
O=C(Nc1nccs1)c1ccc(-c2ccc(F)cc2)o1,-27,17*,3,-5,0.7,3.4,1.5,-14,-6,3,0.6
CSc1ncnc2c1ncn2CCCN[C@H](C)c1cccc2ccccc12,0,5.2,3,-3,2.8,2.7,2.0,0,-6,-1,-0.6
COc1ccc(S(=O)(=O)N2CCCCC2)cc1NC(=O)Cn1cnc2ccccc2c1=O,-6,-1.0,-1,-3,-1.0,0.6,-2.5,1,-4,-1,-1.1
N/C(=N\OC(=O)CCC1CCCC1)c1ccccn1,0,8.4,3,-1,1.5,4.2*,0.7,5,-3,4,-0.5
C[C@H](CO)N1C[C@H](C)[C@@H](CN(C)S(=O)(=O)c2cccs2)Oc2c(NC(=O)C3CCCCC3)cccc2C1=O,-3,-0.7,1,3,0.6,-0.8,-1.2,0,-1,-2,-1.3
Cc1ccc(C(=O)n2nc(-c3ccco3)nc2N)cc1,4,2.2,-4,-5,0.5,-0.4,-1.3,3,4,-1,-0.8
Cn1c(CCNS(=O)(=O)c2ccccc2)nnc1SCc1cccnc1,-4,-0.1,0,0,2.6,0.2,-0.5,0,-2,0,-1.1
Cc1oc(-c2ccccc2)cc1C(N)=O,-4,3.0,-1,1,0.8,-0.8,-0.6,0,-1,-2,-1.2
Cc1cc(C)c(C(=O)COC(=O)[C@H](C)Nc2ccc(C(F)(F)F)cc2[N+](=O)[O-])c(C)c1,1,-0.1,0,2,-1.6,0.0,0.5,2,-4,-1,-1.0
CCCCc1[nH]c(=O)c(C#N)c2c1CSC(C)(C)C2,-34,-1.1,-1,-2,1.2,0.1,-1.2,-25,6,-38,-1.6
O=C(N/N=C/c1ccc(O)c([N+](=O)[O-])c1)c1ccncc1,-7,-1.1,2,4,-0.1,0.6,-0.8,0,-5,-6,-1.2
COCCCNC(=O)C[C@H]1C[C@@]2(C(=O)OC)C(=C[C@H](C(C)C)O[C@@H]2C2CC2)N(CCC2=CCCCC2)C1=O,5,-0.7,-2,3,.,-0.1,-2.3,1,-6,1,-1.4
Cc1noc(C)c1C(=O)NNc1ccc(C(C)C)cc1,4,1.2,-4,-5,1.5,-0.3,-0.2,0,0,-4,-1.2
COC(=O)c1cnc(Nc2cc(C)ccc2OC)c2ccccc12,-76,0.0,-2,-2,0.0,-0.3,0.2,-52,-4,-7,-0.8
Cc1ccc(OS(=O)(=O)c2c(C)nn(C)c2Cl)c(C)c1,-7,-1.5,-3,0,0.1,0.7,-1.2,0,-7,-4,-1.2
O=C1CCCc2cc(S(=O)(=O)N3CCC(C(=O)NCc4ccccc4)CC3)ccc2N1,-9,0.9,-2,-6,-0.6,-0.5,-2.6,2,-2,-4,-0.6
Cc1ccc(-n2ncc(C#N)c2N)cc1,-3,-2.5,-3,-3,3.2,0.0,0.0,4,-2,0,-0.2
O=C(Nc1nccs1)c1cccc(N2C(=O)C3C4C=CC(C4)C3C2=O)c1 (stereo not drawn),1,0.1,-3,-1,-1.3,0.0,-0.7,2,-1,-4,-1.4
COc1ccc(N(CC(=O)NCc2cccc(OC)c2)S(=O)(=O)c2c(C)noc2C)cc1,3,-0.2,7,-2,0.4,-0.7,-1.6,3,-5,2,-1.0
SMILES,PLC-beta3 inh,hgDAF-12 ag,SMARCA2 act,NR1D1 modulator,DAX1 inh-1,DAX1 inh-2,hcDAF12 agonist,PLC-gamma1 inh,MBD2 DNA inh,ADAM17 inh,ssDAF-12 act
CC1CC(C)(C)CC2(C1)NC(=O)N(CC(=O)Nc1c(F)cccc1F)C2=O (stereo not drawn),3,3.0,-1,-7,1.1,0.1,0.5,-3,-2,-1,-0.5
COc1cc2nc(N3CCN(C(=O)OCc4ccccc4)[C@H](C(=O)NC(C)(C)C)C3)nc(N)c2cc1OC,-109,1.5,-4,3,-1.7,-1.9,-2.3,-72,11,i,-1.3
CCCCOCCCNC(=O)C[C@@H]1C[C@@]2(C(=O)OCC)CCC=C2N(Cc2ccc3c(c2)OCO3)C1=O,3,-1.3,1,1,.,-1.3,-1.2,3,-2,1,-1.0
COc1cccc(CN(C)CC(=O)Nc2c(C)cccc2C(C)C)c1,2,-2.6,0,0,0.4,-1.1,-2.0,0,4,1,-2.2
COc1ccc(C(=O)Nc2nc(-c3ccc([N+](=O)[O-])cc3)c(-c3ccccc3)s2)cc1,-3,-0.2,0,0,-0.2,0.4,-1.2,1,5,-3,-1.2
CCOc1ccc(NC(=O)CN(C)C(=O)CSC(C)C(=O)Nc2cc(C)on2)cc1OCC (stereo not drawn),-9,-0.8,2,5,0.2,0.3,-0.9,2,2,-8,-0.5
